Bioassay records: PubChem, National Center for Advancing Translational Sciences (NCATS)
Pf Dd2 growth: inhibitors of Plasmodium falciparum Dd2 growth; P. falciparum Dd2 growth, SYBR Green, 72 h; AID 1347417; 120,000 compounds, 4.3% hits; Potency, µM (top dose mostly 28.9 µM), inactives show at the top dose activity, negative = inhibition, usual class: inhibitors; active means well fitted inhibition curve with a large enough effect; inconclusive means small, poorly fitted or top-dose-only effect; inactive means no such curve, though single readings can be large or run the other way;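 further: plate controls were DMSO vehicle for no effect and reference drug for full effect; nearly all actives have a fitted effect of over 65% in size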
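Readout: SYBR Green fluorescence, 485 nm excitation, 535 nm emission, after ~16 h lysis at 37C. Before that, Dd2-infected red cells (2.5% hematocrit) grew 72 h with compound, 29 uM top final concentration.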
Starred values were filed as active, the others as inactive; i = inactive; u = inconclusive; & = joins results of further samples; [ ] = remark or other dose. Potency means the concentration at half of the fitted maximal effect.

SMILES	Pf Dd2 growth
Cc1noc(C)c1-c1cc2cc(CO)oc2c(NCC2CCOCC2)n1	i
CCCn1c(C)cnc1CC1CCN(S(=O)(=O)c2ccc3c(c2)CCC3)C1 (stereo unspecified)	1µM*
CCOC(=O)CC(NC(=O)c1cc2c(=O)n3cccc(C)c3nc2s1)c1ccc(OCC(C)C)c(OC)c1 (stereo unspecified)	i
Cc1cc(=O)c(C(=O)N2CCC3(CC2)CC(C(=O)O)N(C)C3)c(C)[nH]1 (stereo unspecified)	-9.1%
N#Cc1cccc(CN2Cc3[nH]cnc3C[C@H]2c2nc(-c3ccc(OC(F)(F)F)cc3)no2)c1	u
Cc1noc2c(N3CC(O)C3)cc(-c3ccc(F)cc3)nc12	-8.6%[44.1 µM]
O=C(Cc1ccccc1)NCC(=O)N1CCCCCNC(=O)CC1c1ccccc1 (stereo unspecified)	3.2%
CC(C)CCN(C1CCOCC1)C1CCN(Cc2cccnc2)CC1	u
Cc1cc(-c2nc3ccccc3s2)ccc1NC(=O)c1cc(Cl)ccc1Cl	i
CCCCOC(=O)c1ccc(NC(=O)CC2NCCNC2=O)cc1 (stereo unspecified)	18.0%
Fc1ccc(NCc2ccccc2-c2nnc(-c3ccccc3Cl)o2)cc1Cl	-1.8%
CN1c2cc(C(=O)Nc3ccc(F)cc3)ccc2C(=O)N2CCCCC21 (stereo unspecified)	u
COc1ccc(-c2cc(C)no2)cc1S(=O)(=O)N1CCCC(C)C1 (stereo unspecified)	24.5%
CCc1nnc(SCC(=O)Nc2cc(Cl)c(OC)cc2OC)c2cc3oc(C)cc3n12	6.5%
N#Cc1ccc(CN2CCn3nnc(-c4nc(-c5ccsc5)no4)c3C2=O)cc1	-5.5%
CCCc1nnc(NC(=O)Cc2coc3cc(C)cc(C)c23)s1	u
CCOc1ccc(NC(=O)CSc2nnc(-c3ccncc3)n2-c2ccccc2)cc1	0.4%
Cc1ccccc1C(=O)OCc1cc(=O)n2c(C)csc2n1	15.1%
CCOc1ccc(CNS(=O)(=O)c2cc3c(cc2C)NC(=O)CO3)cc1OC	73.3%[activator]
COCCN1C(=O)CCc2cc(NC(=O)c3ccc(F)cc3Cl)ccc21	i
CN(C)C[C@@H]1CN(Cc2ccccc2)C[C@H]1N	-16.0%
C=CCOC(=O)C1=C(C)N(Cc2ccc(Br)cc2)C(=O)CC1c1ccccc1Cl (stereo unspecified)	-21.9%
COc1ccc(S(=O)(=O)N2Cc3ccccc3CC2C(=O)Nc2ccc(C)cc2)cc1OC (stereo unspecified)	-20.1%
COc1ccc(NC(=O)N2c3ccccc3CC2c2nc(C3CC3)no2)c(OC)c1 (stereo unspecified)	i[5.79 µM]
COc1ccc(C2c3c(n(C)c4ccccc34)C(=O)N2CC(=O)Nc2cc(Cl)ccc2C)cc1 (stereo unspecified)	i
CCCCNC(=O)N1CC(C(=O)NC(C)c2ccccc2)CC(c2ccc(OC)c(OC)c2)C1 (stereo unspecified)	u
CC(=O)c1cccc(C(=O)N2CCC3(CC2)N=C(c2ccc(C)cc2)NO3)c1	u
Cc1ccc(NC(=O)Cn2c(=O)c(-c3noc(C)n3)c3n(c2=O)CCCCC3)cc1	-16.4%
CSc1ccc(NC(=O)c2ccc3c(c2)N(C)C2CCCN2C3=O)cc1 (stereo unspecified)	-6.8%
N#Cc1cccc(CN2CCc3nc(C(=O)NCCOc4ccccc4)oc3CC2)c1	-5.4%[44.1 µM]
CN1C(=O)C2(CCN(C(=O)NC3CCCCC3)CC2)c2ccccc21	u
CCOc1ccccc1NC(=O)CN1C(=O)COc2ccc(S(=O)(=O)N3CCCCCC3)cc21	-18.3%
COc1cc(OC)cc(C(=O)Nc2ccc(S(=O)(=O)Nc3ncccn3)cc2)c1	9.7%
CCc1ccc(NS(=O)(=O)c2ccc3[nH]cc(C(=O)NCCc4ccccc4)c(=O)c3c2)cc1	-13.4%
CCN1C(=O)CCC2(C(=O)NCC3CC3)CCCC=C12 (stereo unspecified)	-6.7%
C#CCN(C)C(=O)CC1COc2ccc(C(=O)NCCOC)cc2N1C (stereo unspecified)	-10.3%
CC(C)c1noc(-c2cn(C3CCN(C(=O)CCc4ccccc4)C3)nn2)n1 (stereo unspecified)	-6.6%
CC1CN(c2ccccc2C#N)C(=O)CN1C(=O)c1ccc2c(c1)OCCO2 (stereo unspecified)	1.7%
CC[C@H]1CN(C(=O)c2ccc(F)cc2)CC[C@H]1CC(=O)N(CC)C(=O)NCCCN(C)C	i
COc1ccc(-c2nnc([C@H]3CCN(c4ncccn4)C3)o2)cc1	u
O=C(NC1CCC1)c1ccc2c(c1)C1(CCN(CC3CC3)C1)CN2Cc1ccccc1 (stereo unspecified)	14.1µM*
O=C(C1c2ccccc2C(=O)N(Cc2ccccc2)C12CCCC2)N1CCCC1 (stereo unspecified)	-7.1%
COCCC(=O)N1CCC2(CC1)CC(Cc1nc(CCOC)no1)CCO2 (stereo unspecified)	17.0%
Cc1ccc(OCc2nc(C3CCNCC3)no2)cc1	-26.0%
COc1cc(CNC(=O)c2cc3n(n2)CCCN(Cc2ccc(C)cc2)C3=O)cc(OC)c1OC	-11.0%
CCN(C(=O)CSc1nc(-c2ccccc2)no1)c1ccccc1	3.16µM*
COc1ccc(OC)c(CNC(=O)CC2C(=O)NCCN2CC=C(C)C)c1 (stereo unspecified)	-5.7%
Cc1ccc(-c2ncc(NC(=O)c3ccccc3C(F)(F)F)cn2)cc1	i
CC(=O)NCCCC(=O)N1CCOC2(CCN(C(=O)CCCN)CC2)C1	-3.8%
COC(=O)[C@@H]1Cc2c([nH]c3ccccc23)[C@@H]2C[C@@H](NCCCn3ccnc3)C[C@@H](c3ccc(F)c(F)c3)N12	u
CCn1cc2nc(SCC(=O)Nc3cc(OC)ccc3OC)n(Cc3ccc(Cl)cc3)c(=O)c2n1	-7.2%
CC(=O)c1cccc(NC(=O)C(C)n2c(=O)cc(-c3ccccc3)c3c(C)nn(C)c32)c1 (stereo unspecified)	-11.9%
Cc1nnc(SCc2cc(=O)n3cccc(C)c3n2)s1	-13.9%
CNC(=O)c1cc[nH]c1C1CCCN(C(=O)CCc2c(C)n[nH]c2C)C1 (stereo unspecified)	29.6%
Cc1nc2c(c(-c3ccc(O)cc3)n1)CN(Cc1ccc(C(F)(F)F)cc1)CCC2	0.891µM*
CCN(CC)Cc1nc(C2(O)CCN(C3COC3)CC2)cs1	19.6%[44.1 µM]
O=C1CN(C(=O)COc2ccc(Cl)cc2)C(c2ccc(F)cc2)c2cc(Br)ccc2N1 (stereo unspecified)	u
Cc1ccc(-c2ncc3c(n2)OCCN(Cc2ccc(F)cc2F)C3=O)cc1	i
COc1ccc(CNC(=O)Cn2ccc3cc(S(=O)(=O)N4CCCCC4)ccc32)c(OC)c1	u
COc1cc(-c2nc(C3CC(=O)N(c4ccc(C)cc4)C3)no2)cc(OC)c1OC (stereo unspecified)	-32.5%
Following part
SMILES	Pf Dd2 growth
COc1cccc(CNC(=O)c2cnc(N3CCCCC3)c3ccccc23)c1	33.6%[activator]
CC(=O)c1ccc(NC(=O)c2cc(-c3ccc(C)s3)nc3ccccc23)cc1	-16.2%
Cn1cccc1CN1CCC(N2CCNC2=O)CC1	13.7%[44.1 µM]
CN(CC1CCOC1)C(=O)c1cccc(Br)c1 (stereo unspecified)	i[5.79 µM]
O=C(c1ccccc1-c1ccccc1)N1CCC(c2ncc[nH]2)CC1	u
COc1cc2c(cc1OC)C(C[C@H]1CN(S(=O)(=O)c3ccc(Cl)cc3)CC[C@H]1CC(=O)O)=NCC2	u
N#Cc1ccccc1NC(=O)C(=O)NCC(c1cccnc1)N1CCc2ccccc2C1 (stereo unspecified)	u
Cc1ccncc1C(=O)N1CCOc2c(O)cc(-c3ccccc3C)cc2C1	-9.4%
O=C(c1ccccn1)C1CCCN(C(=O)c2cnc(-c3cccnc3)nc2)C1 (stereo unspecified)	-5.2%
COc1cccc(S(=O)(=O)N2CCC3(CC2)C(OC)CN3c2cccc(F)c2)c1 (stereo unspecified)	-4.5%
COc1cc(F)ccc1-c1nccc2c(=O)cc(N3CCOCC3)oc12	-16.1%[44.1 µM]
Cc1cccc(OC(=O)c2cc(-c3ccc(Cl)cc3)on2)c1C	33.9%[activator]
CCOC(=O)c1cc(NC(=O)c2ccccc2)c(=O)n2c1oc1ccc(Cl)cc12	2.6%
COCCN1C(=O)c2cccn2CC1CNC(=O)COc1ccccc1 (stereo unspecified)	5.8%
Clc1cccc(Nc2cc3c(cn2)CN(Cc2cccnc2)CCN3)c1	u
c1cncc(-c2nnc([C@H]3CCN(C4CCOCC4)C3)o2)c1	-9.4%[44.1 µM]
O=C(Cc1cccs1)N1CCC(Oc2ccccc2)C1 (stereo unspecified)	19.3%
CCCOC(=O)c1c(NC(=O)c2cc3nc(-c4ccc(OC)cc4)cc(C(F)(F)F)n3n2)sc2c1CCCC2	24.9%
CCOc1ccc(NC(=O)C2Cn3cccc3C(=O)N2)cc1 (stereo unspecified)	-3.5%
CCC(CC)c1cc([C@H]2CN3CC[C@H]2C[C@@H]3CNC(=O)C2CCC2)nc(-c2ccncc2)n1	u

In the list so far, 12 contain a Cl atom:
SMILES	Pf Dd2 growth
Cc1cc(-c2nc3ccccc3s2)ccc1NC(=O)c1cc(Cl)ccc1Cl	i
Fc1ccc(NCc2ccccc2-c2nnc(-c3ccccc3Cl)o2)cc1Cl	-1.8%
CCc1nnc(SCC(=O)Nc2cc(Cl)c(OC)cc2OC)c2cc3oc(C)cc3n12	6.5%
COCCN1C(=O)CCc2cc(NC(=O)c3ccc(F)cc3Cl)ccc21	i
C=CCOC(=O)C1=C(C)N(Cc2ccc(Br)cc2)C(=O)CC1c1ccccc1Cl (stereo unspecified)	-21.9%
COc1ccc(C2c3c(n(C)c4ccccc34)C(=O)N2CC(=O)Nc2cc(Cl)ccc2C)cc1 (stereo unspecified)	i
CCn1cc2nc(SCC(=O)Nc3cc(OC)ccc3OC)n(Cc3ccc(Cl)cc3)c(=O)c2n1	-7.2%
O=C1CN(C(=O)COc2ccc(Cl)cc2)C(c2ccc(F)cc2)c2cc(Br)ccc2N1 (stereo unspecified)	u
COc1cc2c(cc1OC)C(C[C@H]1CN(S(=O)(=O)c3ccc(Cl)cc3)CC[C@H]1CC(=O)O)=NCC2	u
Cc1cccc(OC(=O)c2cc(-c3ccc(Cl)cc3)on2)c1C	33.9%[activator]
CCOC(=O)c1cc(NC(=O)c2ccccc2)c(=O)n2c1oc1ccc(Cl)cc12	2.6%
Clc1cccc(Nc2cc3c(cn2)CN(Cc2cccnc2)CCN3)c1	u

Other entries follow.
SMILES	Pf Dd2 growth
Cn1ccc2c(C(=O)NCCc3cnc[nH]3)nc(-c3ccccc3)cc21	-27.8%[44.1 µM]
CCOC(=O)CNC(=O)N1CCCN(S(=O)(=O)c2ccc3c(ccn3CC)c2)CC1	i
Cc1ccccc1CNC(=O)c1ccc(Cn2c(SCc3ccccc3)nc3cccnc32)cc1	11.2µM*
O=S(=O)(c1ccc2c(c1)OCCO2)N1CCCC(c2nc(CCOCC3CC3)no2)C1 (stereo unspecified)	u
O=C1NCCOCCCN(S(=O)(=O)c2cccc(F)c2)[C@H]2CCC[C@@H]12	u
C=CCOc1cccc(-c2nc(C(=O)N(C)CC)cs2)c1	i
CN1CCC2(CCCN(Cc3cc4n(n3)CCCNC4)C2)C1 (stereo unspecified)	0.8%
CCCCc1nn2c(=O)cc(COC(=O)c3cccc(NC(=O)CCc4ccccc4)c3)nc2s1	u
OCC1CN(C2CCC2)CC12CCN(Cc1cc(F)ccc1F)CC2 (stereo unspecified)	u
Cc1ccc(Cn2c(-c3ccc(F)cc3)nc(C)c(CCO)c2=O)cc1	u
COc1cccc(C(=O)N2CCC(N3CCCNC3=O)CC2)c1	10.6%&14.2%[44.1 µM]
Cc1ccc(NC(=O)N[C@@H]2C=C(C(=O)N[C@H]3CCCNC3=O)C[C@@H](O)[C@@H]2O)cc1	39.6%[activator][44.1 µM]
O=C(Nc1ccccc1C(F)(F)F)c1ccc(F)c(S(=O)(=O)N2CCc3ccccc3C2)c1	i
Cc1ccc(CN(C(=O)COc2cccc([N+](=O)[O-])c2)c2ccccn2)o1	20.2%
CCOC(=O)N1CCc2c(sc3c2C(=O)NC(c2ccccc2F)N3)C1 (stereo unspecified)	-16.9%
CN1CCC2(CCC1=O)CN(C(=O)c1nn(C)c3c1CCCC3)CCN2C (stereo unspecified)	-13.7%
CC1CCC(NC(=O)CCc2cn(Cc3ccc(F)cc3)c3ccccc23)CC1 (stereo unspecified)	-16.3%
CCc1nc2ccc(C(=O)N3CCN(c4cccc(OC)c4)CC3)cc2nc1CC	u
O=C(NC1CCN(c2cc(-c3ccc(F)cc3)[nH]n2)CC1)c1ccc(F)cc1F	-2.9%
CN(C)C(=O)c1nc(-c2ccc(Cl)nc2)c2cnccn12	i
CC(C)CN(CC1CN(C(=O)Nc2cccc(Cl)c2)CCO1)C(=O)c1ccc(F)cc1 (stereo unspecified)	i
CCN1C(=O)CCc2cc(NC(=O)Cc3ccc(OC)c(Cl)c3)ccc21	-10.4%
Cn1cnc(S(=O)(=O)N2CCCC(Cn3cnc4cccnc43)C2)c1 (stereo unspecified)	7.2%
COCCN1C(=O)CC[C@]2(C(=O)NCc3cccc(OC)c3)CCCC[C@@H]12	3.4%
O=C(NCc1ccccc1)c1ccc(CSc2nc3cccnc3n2Cc2ccccc2F)cc1	3.0%
CCN(CC)c1ccc(CNS(=O)(=O)c2cc3c(cc2C)NC(=O)CO3)cc1	i
Cc1ccc2c(n1)N(C)[C@H](CO)CCN(Cc1ccccc1C)C2	-20.7%[44.1 µM]
Cc1ncsc1CN1CCC(Cc2ncc(C)n2CC2CC2)C1 (stereo unspecified)	-7.7%
CN(C)c1cccc(-c2nccc3c(=O)cc(N4CCOCC4)oc23)c1	-28.7%[44.1 µM]
CCc1ccc(NC(=O)Cn2cc(S(=O)(=O)N3CCCC3)c(S(=O)(=O)N3CCCC3)c2)cc1	i

Only part of the results is shown (hit frequency here may not be typical).
